# PfGluPho inh: PfG6PD (Plasmodium falciparum) enzyme inhibition | actives 0.78% (n = 350,000) | PfGluPho enzyme, NADPH resazurin-diaphorase fluorescence | inhibition, % at 20 µM | AID 504690;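 active means inhibition reaching at least a set limit at 20 µM in the primary screen, cut at about 59% in these data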;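 further: 0% = DMSO wells with substrate and 100% = DMSO wells lacking glucose-6-phosphate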
# SENP8 block-1: blocks the human protease SENP8; actives 1.2% (n = 330,000); purified SENP8, Z-RLRGG-aminoluciferin cleavage, luminescence; inhibition, % at 10 µM; AID 2540; Q96LD8; in the data active means inhibition above about 50%
# Target sequence (Q96LD8 whole entry, looked up): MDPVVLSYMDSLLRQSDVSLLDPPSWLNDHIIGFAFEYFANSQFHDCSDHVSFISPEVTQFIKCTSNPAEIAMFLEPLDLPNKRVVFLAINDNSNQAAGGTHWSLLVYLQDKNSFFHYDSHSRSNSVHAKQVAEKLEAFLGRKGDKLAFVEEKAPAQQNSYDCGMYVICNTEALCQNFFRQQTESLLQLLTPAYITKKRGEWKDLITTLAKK
# SENP7 block: SENP7 protease inhibition; recombinant SENP7, Z-RLRGG-aminoluciferin luminescence, 40 min; inhibition, % at 5 µM; Q9BQF6; actives 1.5% (n = 330,000);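 active means inhibition above about 50% at the single test dose, limit read from the data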;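 further: plate controls were DMSO with enzyme for no effect and no enzyme buffer wells for full effect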
# Target sequence (Q9BQF6 706-1050 limits assumed): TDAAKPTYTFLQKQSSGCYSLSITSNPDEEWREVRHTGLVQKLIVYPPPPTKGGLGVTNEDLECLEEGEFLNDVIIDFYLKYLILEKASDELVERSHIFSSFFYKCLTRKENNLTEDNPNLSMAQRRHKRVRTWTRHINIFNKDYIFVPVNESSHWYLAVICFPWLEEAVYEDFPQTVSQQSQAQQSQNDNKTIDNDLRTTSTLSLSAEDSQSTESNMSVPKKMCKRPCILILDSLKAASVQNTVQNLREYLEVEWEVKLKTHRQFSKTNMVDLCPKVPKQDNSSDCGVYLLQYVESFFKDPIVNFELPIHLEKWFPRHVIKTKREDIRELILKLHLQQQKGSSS
# HKDC1 inhibitor: blocks human hexokinase HKDC1 activity; inhibition, % at 20 µM; actives 0.16% (n = 340,000); AID 493160; recombinant HKDC1, G6PDH/diaphorase resazurin coupled fluorescence;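 active means inhibition above about 35% when tested at 20 µM, limit read from the data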;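 further: plate controls were DMSO wells with enzyme for no effect and DMSO wells lacking enzyme for full effect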
#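 Material – in-house recombinant HK5 (HKDC1) enzyme · Quantity – HKDC1 at 5 µg/mL · Buffer or medium – pH 8.0 Tris buffer with 10 mM MgCl2 · Reagent – glucose with 1 mM ATP · Dosing – single 20 µM dose · Times – reaction time 90 min, room temperature, protected from light · Technique – resorufin fluorescence at 613 nm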
# SENP1 inh: blocks the human SENP1 SUMO protease catalytic domain; actives 0.21% (n = 360,000); inhibition, % at 10 µM; recombinant SENP1 catalytic domain, CyPet-SUMO1-YPet FRET cleavage; Q9P0U3; AID 624204;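 active means inhibition at least 30% at 10 µM, raw YFP signal under a set limit, fluorescence ratio 0.5 to 1.5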;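 further: 0% = enzyme with DMSO and 100% = no enzyme wells; some results filed as inactive read as strong as hits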
# Target sequence (Q9P0U3 419-644 limits assumed): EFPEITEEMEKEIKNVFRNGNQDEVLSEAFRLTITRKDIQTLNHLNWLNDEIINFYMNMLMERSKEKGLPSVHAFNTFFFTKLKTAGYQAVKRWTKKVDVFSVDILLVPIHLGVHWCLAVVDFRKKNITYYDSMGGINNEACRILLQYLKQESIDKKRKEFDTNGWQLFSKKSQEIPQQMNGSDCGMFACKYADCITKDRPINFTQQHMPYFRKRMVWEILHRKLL
#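 material = recombinant human SENP1 catalytic domain, His6-tagged | quantity = 20 pM enzyme | reagent = 25 nM SUMO1 FRET substrate | compound dosing = 10 µM single point, 0.5% DMSO | timing = 50 min enzyme reaction, room temperature, light-protected | detection = FRET, CFP and YFP emission | control set = no-enzyme low, enzyme-DMSO high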
# SENP8 block-2: SENP8 (human) protease inhibition; Q96LD8; recombinant SENP8, Nedd8 substrate fluorescence; inhibition, % at 20 µM; actives 0.64% (n = 360,000); AID 602440; in the data active means inhibition mostly above about 40%, no sharp cut-off; inactive means mostly below about 27%
# Apaf-1 inh: inhibitors of human Apaf-1 apoptosome; O14727; reconstituted apoptosome caspase-3 activity, DEVD-Rh110 fluorescence; inhibition, % at 20 µM; actives 0.71% (n = 330,000); AID 489030; active means inhibition of at least 40% at 20 µM;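 further: plate controls were DMSO wells for no effect and DEVD-CHO caspase inhibitor wells for full effect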
#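 Material: reconstituted apoptosome with Apaf-1, cytochrome c, caspase-9, procaspase-3, dATP. Technique: Rh110 fluorescence intensity. Buffer or medium: pH 7.5 Hepes buffer with CHAPS, BSA, DTT. Times: 30 min plus 50 min, RT.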
# NLRP3 yeast inh: NALP3 inhibition in yeast. inhibition, % at 10 µM. AID 2825. actives 0.39% (n = 330,000). Yeast reconstituted NLRP3/ASC/caspase-1, beta-gal luminescence, 24 h;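 active means inhibition of 50% or more; inactive means inhibition below 50%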;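 further: plate controls were induced DMSO wells for no effect and uninduced yeast grown without galactose for full effect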
# SENP6 inh: inhibitors of human SENP6 protease; inhibition, % at 10 µM; Recombinant SENP6 catalytic domain, aminoluciferin luminescence; actives 1.8% (n = 330,000); AID 2599; Q9GZR1;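 active means inhibition above about 50% at the single tested dose, limit read from the data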;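 further: plate controls were DMSO wells with enzyme for no effect and DMSO wells lacking enzyme for full effect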
# Numbers without * were called inactive; nt = no result given.
Molecule,SENP1 inh,HKDC1 inhibitor,PfGluPho inh,SENP7 block,NLRP3 yeast inh,Apaf-1 inh,SENP8 block-1,SENP8 block-2,SENP6 inh
C=CCN1C(=O)c2ccc(C(=O)N(CC(C)C)c3c(N)n(CCCC)c(=O)[nH]c3=O)cc2C1=O,-16,-4,-5,-6,5,-1,-5,-26,-9
O=C(Cc1c[nH]c2ccccc12)NNC(=O)c1ccccc1,-6,-6,5,5,-3,4,5,6,9
O=C(C1=NNCC1c1ccccc1)C1CO1 (stereo not given),-1,0,-3,nt,nt,nt,nt,15,nt
CC(=O)N1CCCC(N2CCN(c3cccc(C(F)(F)F)c3)CC2)C1 (stereo not given),0,-3,-3,5,9,4,3,11,22
Cc1ccc(-n2cnc3c(sc4nc(N5CCOCC5)c5c(c43)CCCC5)c2=O)cc1,2,4,-5,4,12,13,-2,-396,2
CN(C)C(=O)c1sccc1Oc1ccc(F)cc1[N+](=O)[O-],2,3,1,-2,7,-6,8,13,2
Cn1c(=O)c2cc(S(=O)(=O)NCCC(=O)NCCC3=CCCCC3)ccc2n(C)c1=O,-1,-3,-12,-3,0,-21,7,5,-4
COc1cc(C(F)(F)F)nc(-c2ccccn2)n1,2,-9,23,2,-2,-1,0,6,9
CC1CCN(C(=O)CC(NC(N)=O)c2ccccc2Cl)CC1 (stereo not given),2,-5,-14,5,27,2,2,14,3
CC12CCC(C(=O)O)(c3nc(C#N)c(C#N)nc31)C2(C)C (stereo not given),-1,-6,1,3,8,-20,-4,6,24
Cc1ccc(S(=O)(=O)Nc2cc(-c3ccc(Cl)cc3)nn2C)cc1,3,-2,-14,1,12,-3,2,-5,-6
COCCCNC(=O)C(=O)NCC1CCCN1S(=O)(=O)c1cccs1 (stereo not given),-5,-1,21,2,12,10,-4,-6,-20
CNC(=O)c1ccc(CNC(=O)OCc2ccccc2)cc1,0,-1,-14,-8,20,12,-12,8,-10
O=C(COc1ccccc1)NC(=S)Nc1ccc2c3c(cccc13)CC2,-9,-6,4,6,0,22,1,8,3
Cc1cc(C)c2cc3c(N)c(C(=O)N4CCOCC4)sc3nc2c1,-6,0,26,3,17,7,-9,-341,9

Molecule,SENP1 inh,HKDC1 inhibitor,PfGluPho inh,SENP7 block,NLRP3 yeast inh,Apaf-1 inh,SENP8 block-1,SENP8 block-2,SENP6 inh
COc1ccc(CNC(=S)Nc2ccc(F)c(Cl)c2)cc1OC,0,-1,3,-3,5,11,-4,13,-14
O=C(CN1CCC(n2nnc3cc(F)ccc32)CC1)Nc1ccccc1N1CCOCC1,2,-7,-4,-4,18,0,-2,8,-10
Clc1ccc(OCCn2cnc3ccccc32)cc1,2,-2,-8,-1,49,10,-7,15,3
N/C(=N\OC(=O)c1cccc(Br)c1)c1ccncc1,2,-11,-5,21,-36,0,5,-9,-12
COC(=O)[C@H](CC(C)C)NC(=O)NC1CCCCC1C (stereo not given in full),1,-9,1,-1,-7,-3,-5,16,-15
CN(C)S(=O)(=O)c1ccc(NC(=O)CSc2ncnc3ccccc23)cc1,0,-10,-4,-1,8,-2,3,4,2
Cc1cccc(NC(=O)c2ccc(OCc3c(C)noc3C)cc2)c1C,1,3,1,8,18,5,0,15,-9
CN1CC(c2ccccc2)Oc2ccccc2C1=S (stereo not given),-2,-2,-21,1,21,-25,15,3,-6
S=C1NC2(CCCCC2)Cc2ccccc21,2,-7,-12,5,-7,-7,2,26,9
O=C1CC(N2CCN(S(=O)(=O)c3ccccc3)CC2)C(=O)N1c1ccccc1 (stereo not given),1,-3,12,3,3,-4,-10,11,-7
O=C1Nc2c(c(=O)[nH]c(=O)n2-c2ccc(F)cc2)C1(NS(=O)(=O)c1ccccc1)C(F)(F)F (stereo not given),1,-6,2,-9,-11,1,-6,17,0
CC1=NN(C(=O)Cn2nc([N+](=O)[O-])cc2C)C(O)(C(F)(F)F)C1 (stereo not given),1,-8,-5,3,5,9,-2,14,7
CC(C)(C)NC(=O)CN(C(=O)CNC(=O)c1cccs1)c1ccc2c(c1)OCCO2,0,-3,-21,-6,-7,-14,-11,10,-7
CC(=O)c1c(C)[nH]c(C(=O)NCCCN2CCCC2)c1C,-1,-8,1,-1,-12,-9,-3,35,0
FC(F)(F)c1cccc(CNC(=S)Nc2ccccc2)c1,2,-8,5,2,9,7,2,14,8

# Next part; the last 5 above are carried over.
Molecule,SENP1 inh,HKDC1 inhibitor,PfGluPho inh,SENP7 block,NLRP3 yeast inh,Apaf-1 inh,SENP8 block-1,SENP8 block-2,SENP6 inh
O=C1Nc2c(c(=O)[nH]c(=O)n2-c2ccc(F)cc2)C1(NS(=O)(=O)c1ccccc1)C(F)(F)F (stereo not given),1,-6,2,-9,-11,1,-6,17,0
CC1=NN(C(=O)Cn2nc([N+](=O)[O-])cc2C)C(O)(C(F)(F)F)C1 (stereo not given),1,-8,-5,3,5,9,-2,14,7
CC(C)(C)NC(=O)CN(C(=O)CNC(=O)c1cccs1)c1ccc2c(c1)OCCO2,0,-3,-21,-6,-7,-14,-11,10,-7
CC(=O)c1c(C)[nH]c(C(=O)NCCCN2CCCC2)c1C,-1,-8,1,-1,-12,-9,-3,35,0
FC(F)(F)c1cccc(CNC(=S)Nc2ccccc2)c1,2,-8,5,2,9,7,2,14,8
COc1cccc(C(=O)CC(=O)C(=O)Nc2cc(OC)c(OC)c(OC)c2)c1,nt,nt,nt,-7,19,2,-9,nt,11
O=C(Nc1ccc(-c2noc(CCc3ccccc3)n2)cc1)c1cccnc1,-5,10,21,0,26,9,-5,12,17
COc1ccc(-c2[nH]ncc2CNCc2cc(C)n(C)n2)c(F)c1,-2,-2,-13,1,18,-6,3,-153,-7
Cc1nc2ccc(NC(=O)c3ccc(=O)[nH]c3)cc2s1,-5,-6,11,-7,-15,7,-4,11,-25
CCOC(=O)N/N=C\c1ccc(C)s1,0,-11,-3,5,19,-16,5,11,-6
Cc1nc2cc(NC(=O)c3ccc(Cl)cc3)ccc2n1C,2,-2,1,18,7,-7,2,18,21
O=C(C1CCCO1)N1CCN(S(=O)(=O)c2ccc(Br)cc2)CC1 (stereo not given),1,-4,-4,8,8,0,-5,5,0
O=C1NC(=O)/C(=C/c2ccccn2)S1,0,-5,-13,-1,-9,-21,-7,20,-25
CC(C)[C@H](NC(=O)OCc1ccccc1)C(=O)N[C@@H](Cc1c[nH]c2ccccc12)C(=O)O,0,2,4,2,1,-8,-2,8,5
Cc1ccc(NC(=S)N2CCOCC2)cc1,-2,4,5,-4,-4,-5,-1,4,-20
O=C(Oc1ccc2ccccc2c1)c1ccco1,5,5,6,30,13,11,-18,16,-42
CC(C)Sc1nc2sc3c(c2c2nnc(SCC(=O)NCc4ccco4)n12)CCCC3,-19,6,12,4,25,17,-3,-31,-3
CC(c1ccon1)N(C)C(=O)CCc1nnc(C2(c3ccc(Cl)cc3)CCC2)o1 (stereo not given),2,-4,-8,5,12,-1,0,9,-16
COc1ccccc1NC(=O)CCCCCN1C(=O)c2cccc([N+](=O)[O-])c2C1=O,-4,-5,13,1,28,1,-4,12,10
COc1ccc(-c2cc(-c3c(O)c(OC)c4occc4c3OC)[nH]n2)cc1OC,1,-5,-8,14,10,13,-5,12,-25

Molecule,SENP1 inh,HKDC1 inhibitor,PfGluPho inh,SENP7 block,NLRP3 yeast inh,Apaf-1 inh,SENP8 block-1,SENP8 block-2,SENP6 inh
CS(=O)(=O)c1ccc(Cl)c(NC(=O)c2ccc3ccccc3c2)c1,4,-9,-5,-1,17,2,-7,12,11
CCCCOCCCNC(=O)N[C@H](C(=O)OC)C(C)CC (stereo not given in full),2,0,0,2,21,-10,-9,11,-10
Cc1c(NC(=S)N/N=C/C=C/c2ccc([N+](=O)[O-])cc2)c(=O)n(-c2ccccc2)n1C,4,-4,-8,-4,28,-6,-5,14,-11
O=C(Oc1cccnc1)c1ccc([N+](=O)[O-])cc1,3,9,-3,0,-13,-5,-7,8,-3
COc1cc(-c2noc(C)c2C(=O)NCCCN2CCOCC2)cc(OC)c1OC,1,5,0,-8,6,14,-10,18,-7
CN(c1cccc(Cl)c1)S(=O)(=O)c1cccc(C(=O)NCc2ccncc2)c1,1,-4,-1,-7,20,11,-14,6,-16
CCOc1ccc(NC(=S)Nc2ccc3nsnc3c2)cc1,-26,7,64*,-5,14,-14,-8,43*,-25
C/C(N)=C(/C#N)C(=O)CSc1nnc(-c2ccccc2)n1C,-2,-7,-9,9,-2,38,-2,21,-14
Cc1cccc(NS(=O)(=O)c2ccc(-c3cnc(C4CC4)o3)cc2)c1C,0,8,-28,-2,23,13,-4,3,-2
O=C1CCCN1CCCNC(=S)Nc1ccc(Nc2ccccc2)cc1,1,-5,1,1,11,-24,3,22,5
Cc1cccc(C)c1NC(=O)CNC(=O)C(C)N(C)CC(=O)Nc1ccc(F)cc1 (stereo not given),2,-7,15,1,12,0,11,-1,2
CC(O)C(NS(=O)(=O)c1ccc(Cl)cc1)C(=O)OCc1cc([N+](=O)[O-])cc2c1OCOC2 (stereo not given),3,-2,-22,2,-4,5,-2,14,-14
Cc1ccc(N(CC(O)CN2CCCCC2)S(=O)(=O)c2ccccc2)cc1 (stereo not given),-3,-6,-8,5,-11,12,2,-5,6
COc1ccc(NC(=O)CN2CCCN(S(=O)(=O)c3ccc(F)cc3)CC2)c(OC)c1,2,-2,-3,2,10,6,2,7,11
COc1ccc(C(=O)OCC(=O)Nc2ccc([N+](=O)[O-])cc2OC)c(O)c1,0,-6,-7,1,6,-17,-6,6,-5

Molecule,SENP1 inh,HKDC1 inhibitor,PfGluPho inh,SENP7 block,NLRP3 yeast inh,Apaf-1 inh,SENP8 block-1,SENP8 block-2,SENP6 inh
O=C(CCN1C(=O)/C(=C\c2cccs2)SC1=S)Nc1nccs1,60,-3,-15,-3,2,-11,-5,27,-25
O=C(COC(=O)c1cc2ccccc2cc1O)Nc1cccnc1Cl,0,4,-5,2,14,3,-3,-84,14
O=C(CN1C(=O)C2C3CC(C(Br)C3Br)C2C1=O)Nc1ccc(C(=O)O)cc1 (stereo not given),2,5,-7,5,8,-12,-8,25,-2
CCN(c1ccccc1)S(=O)(=O)c1ccc(Cl)c(NC(=O)CSc2nncn2C)c1,1,22,-8,4,8,-2,6,5,16
CC1CCCCC1NCC(=O)NCc1ccc(F)cc1 (stereo not given),1,-4,-21,7,-5,-21,-2,20,-10
COc1cccc2cc3c(=O)n(-c4ccccc4)nc-3oc12,0,1,8,-1,5,4,1,10,3
COc1ccc(C(=O)N/N=C/c2ccccn2)cc1OC,2,14,9,-9,25,1,-12,7,24
COc1cccc(C2C(C(=O)c3ccco3)=C(O)C(=O)N2CCCN2CCOCC2)c1OC (stereo not given),2,-3,15,nt,nt,nt,nt,10,nt
COc1cccc(NC(=O)CN2C(=O)NC(CCc3ccccc3)C2=O)c1 (stereo not given),-1,-5,12,-4,-2,-5,-2,6,8
COCCCn1c(=O)c2sccc2n2c(CCCC(=O)NCc3ccccc3)nnc12,0,-9,2,0,9,-17,2,11,-29

# Screens deposited in PubChem by Sanford-Burnham Center for Chemical Genomics.
